HT1080-NT tox: qHTS for induction of synthetic lethality in tumor cells producing 2HG: qHTS for the HT-1080-NT fibrosarcoma cell line; HT-1080-NT fibrosarcoma viability, CellTiter-Glo ATP luminescence, 48 h; Potency, µM (series often up to 46.1 µM), for inactives: at the top dose activity, negative = less viability, hits mostly cytotoxic; 360,000 compounds, 1.6% hits; AID 686970, 2013;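 also: NT is the 2HG producing partner of a matched IDH1 knockdown line; potency is read from the fitted curve at half-maximal effect; 0% = DMSO-treated cells and -100% = media-only wells without cells; nearly all actives have a fitted effect of over 55% in size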
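Luminescent CellTiter-Glo readout after 48 hours of compound exposure at 37 degrees C defined viability of HT-1080-NT cells. Activity was normalized to DMSO wells and cell-free media wells; concentration-response curves were fitted and assigned curve classes.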
SW480 rereplic: A quantitative high throughput screen for small molecules that induce DNA re-replication in SW480 colon adenocarcinoma cells | SW480 DNA re-replication, Hoechst DNA content imaging, 48 h | Potency, µM (series often up to 46.1 µM), inactives show at the highest dose re-replication activation, usual class: activators | 340,000 compounds, 1.8% hits; also: potency is read from the fitted curve at half-maximal effect; % of control where 0% means no effect; nearly all actives have a fitted effect of over 55% in size
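First, 250 cells per well were seeded. Next, compound or vehicle (23 nL) was pinned in, plates sat 48 hr at 37 C. Finally Hoechst was added for 40 min before fluorescence scanning.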
DRD3 agonist: qHTS of D3 Dopamine Receptor Agonist: qHTS | D(3) dopamine receptor (Homo sapiens), P35462 | D3R DiscoveRx beta-arrestin cells, luminescence, 90 min | max activation, % | 410,000 compounds, 0.58% hits | AID 652048, 2013; in the data active = max activation above about 30%; also: 0% is about no effect; mostly tested at two doses, the higher about 12 µM
Target sequence (P35462 whole entry, looked up): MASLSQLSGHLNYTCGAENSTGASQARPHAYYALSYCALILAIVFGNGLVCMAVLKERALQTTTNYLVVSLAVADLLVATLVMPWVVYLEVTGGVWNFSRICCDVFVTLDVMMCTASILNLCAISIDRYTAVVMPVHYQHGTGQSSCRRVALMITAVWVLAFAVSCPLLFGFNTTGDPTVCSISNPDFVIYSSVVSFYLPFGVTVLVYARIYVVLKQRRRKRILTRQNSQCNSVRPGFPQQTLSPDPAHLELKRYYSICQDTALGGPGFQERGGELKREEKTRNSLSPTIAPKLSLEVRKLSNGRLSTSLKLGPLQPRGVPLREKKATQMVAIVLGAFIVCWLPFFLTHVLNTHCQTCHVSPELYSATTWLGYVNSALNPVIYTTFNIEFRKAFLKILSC
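Agonist mode: compounds and dopamine controls were applied to plated cells for 90 min at 37 degrees C after an overnight attachment at 1500 cells/well. Luminescent read-out followed 30 - 60 minutes at room temperature with DiscoveRx detection reagent.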
MCF10A rerep: A quantitative high throughput screen for small molecules that induce DNA re-replication in MCF 10a normal breast cells; Potency, µM (doses to about 46.1 µM), inactives show at the highest dose activity, positive = re-replication, hits mostly activators; AID 624296, 2012; 350,000 compounds, 2.9% hits; MCF 10A DNA re-replication, Hoechst nuclear intensity, 48 h; also: potency is read from the fitted curve at half-maximal effect; % of control where 0% means no effect; nearly all actives have a fitted effect of over 50% in size
IL-1B inflam inh: qHTS for Inhibitors of Inflammasome Signaling: IL-1-beta AlphaLISA Primary Screen; AID 743279, 2014; 360,000 compounds, 4.7% hits; THP-1 LPS/ATP IL-1B secretion, AlphaLISA, 16 h; active compounds read low; activity change, % at 57.5 µM; in the data active = activity change below about -50%; inconclusive = mostly about -30% to -49%; also: % is scaled to controls: 0 for no effect and ±100 for the full control effect
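THP-1 cells pretreated 1 hr with compounds (up to 57.5 uM final), then stimulated with LPS (250 ng/mL final) plus ATP (1.25 mM final); secreted IL-1B measured by AlphaLISA after 16 hr, decreased signal indicating inhibition.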
HEK293 tox: qHTS of GLP-1 Receptor Inverse Agonists: Cytotox Screen | Potency, µM (highest dose often 38.3 µM), for the others: at the top dose activity change, negative = inhibition, actives largely listed as inhibitors | HEK293 cAMP-luciferase reporter cells, luminescence, 24 h | 410,000 compounds, 0.13% hits;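 also: loss of luciferase light is scored as toxicity; potency is read from the fitted curve at half-maximal effect; % is scaled to controls: 0 for no effect and ±100 for the full control effect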
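Step one: seed cells (200 cells/uL, DMEM with 10% Nu serum, 1% pen-strep). Step two: 12-hour incubation at 37 deg C. Step three: pin 23 nL compound, incubate 24 hr. Step four: add luciferase reagent, read luminescence 12 min later.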
HT1080 IDH1KD tx: qHTS for induction of synthetic lethality in tumor cells producing 2HG: qHTS for the HT-1080-IDH1KD cell line. HT-1080 IDH1 knockdown viability, ATP luminescence, 48 h. Potency, µM (doses to about 46.1 µM), for inactives: at the highest dose activity, negative = toxicity, most hits filed as cytotoxic. 360,000 compounds, 2% hits. AID 686971, 2013;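 also: potency is read from the fitted curve at half-maximal effect; 0% = DMSO wells and -100% = cell-free medium wells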
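CellTiter-Glo luminescence after 48 h compound exposure at 37 degrees C of IDH1-knockdown HT-1080 cells in 5% FBS RPMI. %Activity scaled between DMSO wells and cell-free media wells, with curves fitted and assigned curve classes.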
KB-V1 cytotox: qHTS assay for MDR1-selective chemotherapeutics: Primary screen using the drug-selected MDR subline cells KB-V1 | Potency, µM (highest dose often 46.1 µM), for the others: at the highest dose activity change, negative = cytotoxicity, most hits filed as cytotoxic | KB-V1 MDR cells viability, CellTiter-Glo, 72 h | 400,000 compounds, 3.4% hits | AID 1347076, 2019; also: potency is read from the fitted curve at half-maximal effect; % is scaled to controls: 0 for no effect and ±100 for the full control effect; nearly all actives have a fitted effect of over 60% in size
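Compound-treated KB-V1 multidrug-resistant cells, 72 h, 37 degrees C; viability by CellTiter-Glo. Fitted qHTS curves give the values.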
KB-3-1 cytotox: qHTS assay for MDR1-selective chemotherapeutics: Primary screen using the parental adenocarcinoma cell KB-3-1; KB-3-1 viability, CellTiter-Glo ATP luminescence, 72 h; Potency, µM (titrated, usually from 46.1 µM), for the others: at the top dose activity change, negative = cytotoxic, most hits filed as cytotoxic; 400,000 compounds, 1.4% hits; AID 1347075, 2019; also: potency is read from the fitted curve at half-maximal effect; % is scaled to controls: 0 for no effect and ±100 for the full control effect; nearly all actives have a fitted effect of over 60% in size
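Cytotoxicity measured as CellTiter-Glo luminescence after 72 h at 37 C. Compound titrations were pinned onto drug-naive KB-3-1 parental adenocarcinoma cells grown in DMEM with 10% FBS, and normalized data fitted to concentration-response curves.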
The depositor's hits bear a star; ? = inconclusive; . = not tested or not shown; [ ] = remark or other dose. Unless noted, calls follow the shape of the dose curve; as a rule, active = well fitted curve in the direction sought with a large enough effect; inconclusive = small, poorly fitted or top-dose-only effect, or another doubt; inactive = no such curve, though single readings can be large; an effect the other way counts as inactive or inconclusive. Not a hit list. Share with any hit: about 11%.

item | SMILES | HT1080-NT tox | SW480 rereplic | DRD3 agonist | MCF10A rerep | IL-1B inflam inh | HEK293 tox | HT1080 IDH1KD tx | KB-V1 cytotox | KB-3-1 cytotox
1 | COC(=O)CN(c1nc(C)c(Br)c(OC)n1)S(=O)(=O)c1ccccc1 | 0% | 0% | 2 | 7% | -9 | -15% | 1% | ? | 2%
2 | C[C@H](CO)N1C[C@H](C)[C@@H](CN(C)C(=O)c2ccccc2)OCc2cnnn2CCCC1=O | 8% | . | 8 | . | 15 | -4% | 12% | 8% | 2%
3 | Cc1ccccc1COC(=O)CCC1=NS(=O)(=O)c2ccccc2N1 | 2% | 4% | -1 | 15% | 0 | -18% | -13% | 5% | 1%
4 | CCc1cc(C(=O)O)c(NC(=O)/C=C/c2ccc(OC)cc2)s1 | -6% | -28% | -9 | 18% | -29 | -4% | 1% | 21% | 1%
5 | CSCC[C@H](NC(=O)OC(C)(C)C)C(=O)N/N=C/c1cccc2nccnc12 | -28% | 1% | 0 | 8% | 24 | -10% | -17% | -2% | -14%
6 | COc1ccc(OC)c2c1sc(=NC(=O)c1cccc(N3C(=O)CCC3=O)c1)n2C | 0% | -7% | 8 | 1% | 21 | -3% | 6% | 0% | 12%
7 | Clc1ccc(OCCCc2nc(-c3ccncc3)no2)c(Cl)c1 | -2% | 5% | 2 | ? | 7 | -6% | -14% | ? | 10%
8 | CCn1c(SCC(=O)Nc2ccc(S(N)(=O)=O)cc2)nnc1-c1ccccc1OC | -1% | -10% | -9 | -8% | 1 | 6% | -10% | 2% | -7%
9 | NC(=O)COC(=O)CCCSc1nc2ccccc2s1 | 10% | -5% | 5 | -3% | 25 | 0%[7.66 µM] | -15% | -13% | -1%
10 | Cc1ccc(NC(=O)C(Cc2ccccc2)NS(=O)(=O)c2cccs2)cc1Cl (stereo not drawn) | . | . | -15 | . | . | 0% | . | 8% | 3%
11 | COc1ccc(-c2nc(CNC(=O)Nc3ccccc3)c(C)o2)c(OC)c1 | . | . | 8 | . | . | -4% | . | 1% | 0%
12 | Cc1cccc(N2CCN(S(=O)(=O)c3c(C(=O)N4CCCCC4)c(C)n(C)c3C)CC2)c1C | -8% | -5% | -4 | 7% | 0 | -17% | -6% | 10% | -5%
13 | O=C(NC(=S)Nc1ccc(CN2CCOCC2)cc1)c1cccc([N+](=O)[O-])c1 | 15% | -9% | -18 | 1% | 32 | 11% | 13% | 0% | -9%
14 | CCOc1ccc(C(=O)NCC2CCCN2S(=O)(=O)c2cccs2)cc1 (stereo not drawn) | -1% | -3% | 1 | 21% | -9 | 2% | 6% | ? | 1%
15 | Cc1c(CC(=O)O)c(=O)oc2cc3occ(-c4ccccc4)c3cc12 | 12% | -10% | 3 | ? | 43 | 5% | 11% | 0% | 8%
16 | CC1(C)CC(=O)C(C=NCCN2CCN(C3CC(=O)N(c4ccc(Cl)c(Cl)c4)C3=O)CC2)=C(O)C1 (stereo not drawn) | 1% | -1% | 0 | -8% | ? | 4% | 3% | 5% | 5%
17 | COc1cc(C(CC(=O)Nc2ccc(F)cc2F)N2Cc3ccccc3C2=O)cc(OC)c1OC (stereo not drawn) | . | . | 1 | . | . | 13% | . | 0% | -1%
18 | C[C@@H]1CN([C@H](C)CO)C(=O)CCCn2nncc2CO[C@H]1CN(C)C(=O)c1ccccc1 | 18% | . | -9 | . | 9 | 1% | -21% | -5% | 4%
19 | CCN(CC)CCCNC(=O)COc1ccc2oc3c(c2c1)CCCC3 | 2% | 3% | -12 | 14% | -9 | 1% | 3% | 18% | 1%
20 | CCc1ccc(/C=C2\Oc3cc(OC(=O)N4CCOCC4)ccc3C2=O)cc1 | 14% | 4% | 2 | ? | -2 | 0% | 29% | 21µM* | ?
21 | CC(NC(=O)c1ccco1)C(c1cccs1)N1CCN(c2ccccc2)CC1 (stereo not drawn) | 0% | 3% | 0 | 1% | 2 | 14% | -6% | 15% | -2%
22 | O=C(CN(c1ccccn1)S(=O)(=O)c1ccc(F)cc1)Nc1ccccc1 | 3% | -9% | 11 | 1% | 15 | -13% | 8% | 4% | 22%
23 | c1ccn2c(SCc3ccc4c(c3)OCO4)nnc2c1 | 7% | -6% | 3 | 1% | -12 | -1% | 9% | ? | 4%
24 | Cc1ccc(C)c(CSc2ccc3nnc(-c4ccccn4)n3n2)c1 | -23% | -8% | 6 | 7% | -70* | -10% | -20% | ? | 1%
25 | Cc1ccc(-c2c3c(=O)n(C)c(=O)n(C)c3cn2Cc2ccccn2)cc1 | 2% | -7% | 4 | -2% | 7 | 20% | 0% | 4% | 9%
26 | CCOc1cc(/C=C(\C#N)C(=O)Nc2ccccn2)ccc1O | 0% | -30% | 2 | -25% | 22 | -5% | 1% | 10% | 17%
27 | Cc1ccc(C(=O)NCCN2CCC(n3c(=O)[nH]c4ccccc43)CC2)cc1C | -21% | . | -17 | . | . | 2% | -20% | ? | ?
28 | CC1(C(=O)N(CC(=O)NC2CCCC2)Cc2ccco2)CC(=O)N=C2C=CC=CN21 (stereo not drawn) | 3% | -3% | 10 | -9% | 7 | 6% | 7% | ? | -1%
29 | CC(=O)c1cccc(NC(=O)COC(=O)C2=COCCO2)c1 | 11% | 0% | 3 | 2% | -3 | 1% | 8% | -13% | -9%
30 | Cc1ccc(C(=O)N[C@H](C(=O)OCc2cc(=O)oc3cc(C)ccc23)C(C)C)cc1 | 9% | -4% | 2 | 11% | 24 | 3% | 14% | -4% | 9%
31 | COc1ccccc1NC(=O)CCCC(=O)OCC(F)(F)C(F)F | -1% | 0% | 0 | 28% | 8 | 6% | -2% | 2% | -10%
32 | O=C(O)c1cc(-c2ccc(Cl)cc2)n(-c2ccccc2)n1 | -8% | -2% | 17 | -2% | 17 | -1% | 0% | -13% | -7%
33 | S=C(NCc1ccco1)N1CCC(c2nc3ccccc3o2)CC1 | ? | -1% | 3 | 6% | -16 | 5% | 3% | -4% | 0%
34 | CC(C)(C)OC(=O)N1CCC[C@H]1c1nnc(SCc2c(F)cccc2Cl)o1 | 8% | -4% | 1 | -4% | 3 | -12% | 10% | -11% | 2%
35 | Nc1ccc2nc(SCC(=O)N3CCOCC3)sc2c1 | 13% | -22% | 2 | -13% | 36 | 15% | 0% | -1% | -11%
36 | COc1ccc(OC)c(NC(=O)c2c3c(nc4ccccc24)CCC3)c1 | 1% | 9% | 3 | -1% | 30 | -17% | -11% | 6.5µM* | 16%
37 | O=C(COC(=O)c1ccc(F)c(S(=O)(=O)N2CCOCC2)c1)Nc1ccc2[nH]c(=O)[nH]c2c1 | 3% | 3% | -1 | 3% | 0 | 9% | 2% | -16% | -9%
38 | N#CC(c1ccccc1)c1ccc2c(C(F)(F)F)cc(C(F)(F)F)nc2n1 (stereo not drawn) | -14% | -3%[9.22 µM] | 0 | ? | -83* | -12% | -4% | -20% | ?
39 | O=C(NCCC1=CCCCC1)c1cc(-c2ccccn2)nc2ccccc12 | 9% | 4% | -2 | -6% | 10 | -3% | 8% | -6% | -1%
40 | O=C(NN=Cc1ccc(Cl)cc1Cl)C1CC1 | 17% | -5% | 1 | 5% | -2 | -12% | ? | 15µM* | -13%
41 | COc1cc(/C=N/N2CCOCC2)ccc1OC(=O)c1ccco1 | 9% | 2% | -8 | -15% | 0 | 19% | 8% | -10% | 2%
42 | O=C(NCCc1cccc(Cl)c1)c1cc2ccccc2oc1=O | 1% | 2% | -7 | 2% | 1 | -14% | 5% | 0% | -9%
43 | COc1ccccc1NC(=O)CSc1cn(CC(=O)N2CCCC2)c2ccccc12 | . | . | -2 | . | . | 3% | . | -4% | 3%
44 | COc1cc(OC)cc(-c2nc(SCC(=O)Nc3ccccc3F)n[nH]2)c1 | -10% | ? | 5 | ? | 50 | 4% | -1% | -9% | -1%
45 | COc1ccc(S(=O)(=O)/N=C2/NC(=O)/C(=C\c3cc(OC)c(OC)cc3[N+](=O)[O-])S2)cc1 | 2% | -5% | 1 | ? | 4 | 1% | 1% | -2% | 3%
46 | O=[N+]([O-])c1cccc(-n2cc3ccc([N+](=O)[O-])cc3n2)c1 | 9% | -3% | -2 | 4% | 7 | -22% | 6% | 1% | 3%
47 | O=C(CN1CCN(Cc2ccc3c(c2)OCO3)CC1)Nc1ccc2[nH]c(=O)[nH]c2c1 | 2% | -1% | 2 | 1% | 10 | 8% | 18% | 0% | -1%
48 | CCOC(=O)N1CCC2(CC1)NC(=O)c1ccccc1N2 | 2% | . | -4 | . | 7 | -3% | 0% | 13% | 12%
49 | CCOc1ccc(NC(=O)NC(CC)Cn2nnc3ccccc3c2=O)cc1 (stereo not drawn) | . | . | -1 | . | . | 5% | . | -11% | -9%
50 | Cc1ccc(C)c(NC(=O)CN(C)C(=O)c2ccccn2)c1 | -1% | . | 3 | . | 13 | 2% | 21% | 14% | 2%
51 | CC(=O)N1N=C(c2ccc(Br)cc2)OC1(C)CC(=O)Nc1ccccc1 (stereo not drawn) | 1% | -8% | -11 | 8% | ? | 2% | -15% | -16% | 0%

Screening results as filed in PubChem.
